Pol beta inh: blocks human DNA polymerase beta activity; Pol beta primer extension/strand displacement, fluorescence kinetic; Potency, µM (doses to about 114 µM), for the others: at the top dose activity change, negative = inhibition, usual class: inhibitors; 1.3% of 340,000 active; note: potency is the fitted concentration of half-maximal effect; % is set by controls: 0 for no effect and ±100 for the full control effect
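10 nM enzyme + cpd, 15 min RT; start with substrate 50 nM final; read 0 min and after 10 min RT. Corrected, normalized data; 4-parameter Hill curve fit.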
Anesthetic bind: binds horse apoferritin like a general anesthetic; P02791; apoferritin/1-aminoanthracene competitive binding, fluorescence; Potency, µM (series often up to 77.5 µM), inactives show top-dose activity change, negative = displacement, most hits filed as inhibitors; 0.074% of 350,000 active; note: potency is the fitted concentration of half-maximal effect; % is set by controls: 0 for no effect and ±100 for the full control effect; nearly all actives have a fitted effect of over 20% in size
Target sequence (P02791 2-175 limits assumed): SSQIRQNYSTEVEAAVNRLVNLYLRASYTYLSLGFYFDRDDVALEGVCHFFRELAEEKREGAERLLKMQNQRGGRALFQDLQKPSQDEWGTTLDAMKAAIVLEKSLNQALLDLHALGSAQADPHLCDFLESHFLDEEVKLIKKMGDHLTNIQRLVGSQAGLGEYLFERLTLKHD
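Steps: apoferritin (10 uM) was premixed with half-saturated 1-AMA in PBS, compounds were pin-transferred, plates stood 10 min at room temperature, fluorescence was read at 380/535 nm, and curves were fitted with a Hill equation.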
POLI inh: DNA polymerase iota (human) inhibition; Q9UNA4; Pol iota fluorescent replication assay, 10 min; Potency, µM (highest dose often 115 µM), without a hit: at the highest dose activity, negative = inhibition, usual class: inhibitors; 1% of 390,000 active; AID 588590; note: potency is the fitted concentration of half-maximal effect
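Pol iota at 10 nM preincubated 15 min with compounds at room temperature; reaction started with fluorescent substrate, 50 nM final. Fluorescence read kinetically at 0 and 10 min; buffer-only wells as negative control.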
ALOX12 inh: blocks human arachidonate 12S-lipoxygenase. Potency, µM (series often up to 108 µM), for the others: at the highest dose activity change, negative = inhibition, hits mostly inhibitors. AID 1671190. P18054. purified 12hLO, xylenol orange hydroperoxide absorbance. 1.1% of 580,000 active; note: potency is the fitted concentration of half-maximal effect; % is set by controls: 0 for no effect and ±100 for the full control effect
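Purified human 12hLO (150 nM final) in 25 mM Hepes, 0.01% Triton X-100, pH 7.0 was preincubated 15 min at room temperature with compound. Then 40 uM arachidonic acid was added, 30 min. Hydroperoxide was read by Fe-XO absorbance ratio 573/405 nm.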
Pol kappa inh: inhibitors of human DNA polymerase kappa. Q9UBT6. 0.53% of 400,000 active. AID 588579. Potency, µM (titrated, usually from 107 µM), inactives show at the top dose activity, negative = inhibition, hits mostly inhibitors. purified Pol kappa, fluorescent DNA synthesis assay, 10 min; note: potency is the fitted concentration of half-maximal effect; % is set by controls: 0 for no effect and ±100 for the full control effect
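10 nM Pol kappa was preincubated with compounds for 15 min at room temperature. Reaction started with 50 nM (final) substrate. Fluorescence read kinetically at 0 and 10 min.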
ERG Ets-DNA blk: inhibitors of human ERG Ets domain-DNA interaction | 0.028% of 370,000 active | fluorescence polarization, His-ERG Ets domain / labelled DNA | Potency, µM (top dose mostly 76.9 µM), for inactives: at the top dose FP activity, negative = inhibition, most hits filed as inhibitors | P11308 | AID 624246; active = well fitted inhibition curve with a large enough effect in the polarisation, with a control signal flat; inconclusive = small, poorly fitted or top-dose-only effect, or effect the other way, or a change in a side signal; inactive = no such curve, though single readings can be large or run the other way; the % refers to the polarisation;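 note: polarization taken with two DNA probes labelled with fluorescein and Texas red; potency is the fitted concentration of half-maximal effect; % of control where 0% means no effect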
Target sequence (P11308 whole entry, looked up, the tested form may be a part): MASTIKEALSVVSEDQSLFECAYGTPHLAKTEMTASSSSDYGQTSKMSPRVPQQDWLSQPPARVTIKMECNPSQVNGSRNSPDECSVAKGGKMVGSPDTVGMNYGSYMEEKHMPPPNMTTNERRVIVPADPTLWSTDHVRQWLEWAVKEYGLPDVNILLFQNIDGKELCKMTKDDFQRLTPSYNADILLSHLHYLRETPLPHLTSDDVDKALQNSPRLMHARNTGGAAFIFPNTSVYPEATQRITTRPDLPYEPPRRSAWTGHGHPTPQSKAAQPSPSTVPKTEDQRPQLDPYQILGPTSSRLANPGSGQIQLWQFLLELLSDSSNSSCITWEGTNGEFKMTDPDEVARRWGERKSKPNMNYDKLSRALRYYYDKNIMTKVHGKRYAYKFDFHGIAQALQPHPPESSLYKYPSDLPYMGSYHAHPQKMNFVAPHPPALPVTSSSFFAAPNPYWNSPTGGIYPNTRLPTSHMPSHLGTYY
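His-tagged ERG Ets domain (1 uM in the protein solution; 300mM KCl, 50mM Tris-HCl, 1mM EDTA, 1mM DTT, pH 7.5) received compound, then a probe mix of 5 nM fluorescein-DNA and 100nM Texas-615-DNA. Fluorescence polarization was read for both dyes.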
BLM inh: inhibitors of human Bloom syndrome helicase BLM | 0.2% of 350,000 active | Potency, µM (doses to about 56.1 µM), without a hit: at the highest dose activity change, negative = inhibition, most hits filed as inhibitors | P54132 | recombinant BLM DNA unwinding, fluorescence dequenching;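 note: potency is the fitted concentration of half-maximal effect; plate controls were vehicle for no effect and no enzyme for full effect; nearly all actives have a fitted effect of over 35% in size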
TRHR agonist: TRH receptor (human) agonism. P34981. TRHR cells, calcium flux fluo-8, FDSS agonist mode. activation, % at 2 µM. 0.18% of 360,000 active; in the data active = activation above about 30%; note: 0% is about no effect
Target sequence (P34981 whole entry, looked up): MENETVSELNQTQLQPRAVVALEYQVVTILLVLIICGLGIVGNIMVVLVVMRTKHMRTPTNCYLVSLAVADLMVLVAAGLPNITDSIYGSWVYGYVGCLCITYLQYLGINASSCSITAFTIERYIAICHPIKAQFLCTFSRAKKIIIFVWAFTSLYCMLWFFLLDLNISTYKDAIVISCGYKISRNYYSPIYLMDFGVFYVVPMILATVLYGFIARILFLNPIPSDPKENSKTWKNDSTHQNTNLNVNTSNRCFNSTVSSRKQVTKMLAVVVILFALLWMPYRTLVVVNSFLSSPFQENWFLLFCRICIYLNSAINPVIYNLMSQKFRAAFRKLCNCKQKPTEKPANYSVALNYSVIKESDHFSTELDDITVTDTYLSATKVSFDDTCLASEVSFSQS
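In this calcium-flux screen, cells bearing human TRHR are dye-loaded with fluo-8, baselined for 10 cycles, then exposed to library compounds; positive kinetic calcium responses during the agonist phase mark hits, with TRH as control.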
APE1 inh: inhibitors of human APE1 endonuclease; AID 2517; recombinant APE1, TAMRA/BHQ-2 abasic DNA cleavage fluorescence; Potency, µM (top dose mostly 65.8 µM), for the others: top-dose activity change, negative = inhibition, most hits filed as inhibitors; 0.35% of 350,000 active;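 note: potency is the fitted concentration of half-maximal effect; plate controls were vehicle for no effect and reference inhibitor for full effect; nearly all actives have a fitted effect of over 55% in size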
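Compound pre-exposure to 0.75 nM APE1, 15 min at ambient temperature. Reaction initiated with 50 nM TAMRA/BHQ-2 THF substrate, read immediately in kinetic mode, 525 nm excitation, 598 nm emission.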
The depositor's hits bear a star; u = inconclusive; x = no result given; & = joins results of further samples; [ ] = dose if it differs, or a comment. Unless noted, calls come from the whole dose curve; as a rule, active = well fitted curve in the direction sought with a large enough effect; inconclusive = small, poorly fitted or top-dose-only effect, or another doubt; inactive = no such curve, though single readings can be large; an effect the other way counts as inactive or inconclusive.

SMILES | Pol beta inh | Anesthetic bind | POLI inh | ALOX12 inh | Pol kappa inh | ERG Ets-DNA blk | BLM inh | TRHR agonist | APE1 inh
COc1ccc2c(c1)O[C@@H](c1ccc3c(c1)OCO3)[C@H](OC(=O)Nc1cc(OC)c(OC)c(OC)c1)C2=O | 11% | -15% | x | x | x | x | -1%&-15% | 0.2 | -1%&-5%
COc1ccc(Br)cc1CNC(=O)CCSCc1ccc(C)cc1 | 0% | 167%[activator] | -22% | 0% | -12%[60.1 µM] | 1% | -11% | 0.1 | x
Cc1cc(NN)nc(NS(=O)(=O)c2ccccc2Cl)n1 | 8% | -5% | 6% | 13% | -4% | 11% | -7% | 0.1 | -5%
CC(C)OC(=O)c1cccc(C(=O)OCc2ccco2)n1 | -1% | -20% | 37%[activator] | u | -7% | -1% | -3% | -1.3 | -4%
COc1ccc(/C=C2\SC(=N)N(c3nccs3)C2=O)cc1OC | u | -24% | 23% | -17% | -21% | 14% | -5% | -0.5 | -2%
Cc1onc(-c2ccccc2)c1C(=O)OCC(=O)N(CC(C)C)c1c(N)n(Cc2ccccc2)c(=O)[nH]c1=O | x | x | 20% | 2% | -10% | 11% | x | -0.1 | -18%
COc1ccc(N=Nc2nc3ccc(Br)cc3n2C)cc1 | -11% | -19% | u | -25% | -2% | -2% | 2% | -0.1 | -5%
COC(=O)c1ccc(/C=N/NC(=O)c2ccccc2Cl)cc1 | 0% | 1% | 9% | 16% | -20% | 7% | 1% | 0.6 | -7%
CCOC(=O)c1sc2ncn(/N=C/c3ccc(O)cc3)c(=O)c2c1C | -1% | -18% | 29% | 5% | -3% | 7% | -6% | 0.0 | -5%
Cn1cnnc1Sc1ccc(C(F)(F)F)cc1[N+](=O)[O-] | 14% | -8% | 104%[activator] | -2% | 1% | 8% | -5% | 0.5 | 7%
COC1C(O)C(CO)OC1n1cnc2c(NC3CCCCC3)ncnc21 (stereo not given) | x | -14% | x | 0% | 13%[60.1 µM] | x | -3% | x | u
O=S(=O)(c1ccccc1)N(Cc1ccccc1)c1ccccn1 | -1% | -18% | 6% | -3% | -5% | -4% | -4% | -1.0 | -5%
Cn1c(=O)c2c(SCc3ccccn3)nc(CC(C)(C)C)nc2n(C)c1=O | 0% | -6% | 25% | -8% | -1% | 8% | -3% | 0.8 | 2%
CCS(=O)(=O)C(=C1Nc2ccccc2N1)S(=O)(=O)CC | 14% | -3% | 13% | 0% | -23% | 0% | -1% | 0.2 | 5%
CN(C)/N=N/c1nc[nH]c1C(N)=O | x | 3% | x | x | -7%&10%[60.1 µM] | x | -3%&-7% | x | -4%&4%
Cc1ccccc1Cn1nc(C)c(NC(=O)C(F)(F)F)c1C | 5% | 0% | 29% | -13% | -7% | -4% | 0% | -0.7 | 5%
CC(OC(=O)c1ccc(NS(=O)(=O)c2ccc3[nH]c(=O)[nH]c3c2)cc1)C(=O)Nc1cccc(Cl)c1Cl (stereo not given) | -24% | -22% | 33%[activator] | -3% | -12% | 1% | -9% | 0.2 | -7%
Cc1nc2ccccc2c(=O)n1-c1ccc(NS(=O)(=O)c2ccccc2)cc1 | x | x | 19% | 1% | -9% | -2% | x | -0.8 | -6%
CCOC(=O)N1CCN(C(=O)COc2ccc(Cl)c(C)c2)CC1 | 12% | -6% | -4% | 2% | -8% | -5% | -4% | 0.0 | 0%
Cc1sc2ncnc(NCc3cccnc3)c2c1C | 17% | -6% | u | 14% | -7% | 1% | 1% | -0.7 | 3%
CCOC(=O)c1ccc(/C=C2/C=C(c3ccccc3)N(c3ccc(Cl)c(C(=O)O)c3)C2=O)cc1 | 32µM* | -21% | u | 45µM* | -17% | 3% | -13% | 24 | 7%
Cc1ccc(S(=O)(=O)N(CCCc2c(C)nc[nH]c2=O)c2ccccc2)cc1 | x | x | 47%[activator] | -3% | -4% | -1% | x | x | x
Cc1ccc(-n2ncc(C(=O)N(C)Cc3ccccc3)c2-n2cccc2)cc1 | 4% | -11% | -22% | 1% | -6% | -3% | -4% | 0.7 | x
COC(=O)[C@@H]1CC[C@H](C)[C@@H](c2ccc(C)cc2)N1C(=O)c1ccc(/C=N/OCC[C@@H]2C=C[C@H](OC(C)=O)[C@@H](COC(C)=O)O2)cc1 | 8% | -3% | x | x | x | x | -5% | -1.2 | 1%
Cc1nn(CC(=O)N2CCCc3ccccc32)c(C)c1[N+](=O)[O-] | -6% | -16% | 3% | -1% | -5% | -11% | -4% | 0.3 | 1%

An excerpt from above, showing only TRHR agonist, Pol beta inh and ALOX12 inh:
| canonical_smiles | TRHR agonist | Pol beta inh | ALOX12 inh |
| --- | --- | --- | --- |
| Cn1c(=O)c2c(SCc3ccccn3)nc(CC(C)(C)C)nc2n(C)c1=O | 0.8 | 0% | -8% |
| CC(C)OC(=O)c1cccc(C(=O)OCc2ccco2)n1 | -1.3 | -1% | u |

(further entries)
SMILES | Pol beta inh | Anesthetic bind | POLI inh | ALOX12 inh | Pol kappa inh | ERG Ets-DNA blk | BLM inh | TRHR agonist | APE1 inh
COc1cc(S(=O)(=O)N2CCC(O)(c3cccc(C(F)(F)F)c3)CC2)ccc1-n1cnnn1 | u | -11% | 21% | 15% | -3% | x | -2% | 1.1 | 0%
O=C(NCc1ccco1)c1ccc(Cl)cc1[N+](=O)[O-] | 16% | 1% | 8% | 0% | 8% | -12% | -1% | 0.3 | 5%
COc1ccc(N=C2S/C(=C\c3ccc(OC(C)C(=O)O)c(OC)c3)C(=O)N2CCc2c[nH]c3ccccc23)cc1 (stereo not given) | 35µM* | -7% | u | u | u | 30% | -19% | -0.1 | -8%
Cc1cc(C)c2c(c1)C1C=CCC1C(c1ccc(S(=O)(=O)N3CCOCC3)cc1)N2 (stereo not given) | 14% | u | -3% | 10% | 0% | x | -9% | -0.3 | -2%
COc1cccc(-c2nn(-c3ccccc3)cc2C(=O)n2nnc3ccccc32)c1 | 21% | -10% | 11% | -26% | 0% | -2% | -10% | 0.2 | 1%
CCOC(=O)C1CCN(Cc2coc3c(Cl)cc(Cl)cc3c2=O)CC1 | 14% | -15% | -3% | u | -4% | 1% | 2% | 0.4 | -3%
CN(CC1CCOCC1)C(=O)CC1C(=O)NCCN1Cc1ccc(F)c(F)c1 (stereo not given) | 41% | -2% | 7% | u | 0% | 2% | -4% | 1.0 | -3%
Cc1c(C(=O)NN)nn(-c2ccc(F)cc2)c(=O)c1C#N | 4% | -2% | -3% | 2% | -23% | -4% | -2% | 0.3 | 7%
O=C(c1cc([N+](=O)[O-])ccc1N1CCOCC1)N1CCCCC1 | 4% | -8% | 21% | -21% | -10% | -2% | 0% | 0.6 | -2%
Cc1ccc(Nc2nc(Cl)nc3ncn(C)c23)c(C)c1 | x | x | 45%[activator] | 16% | -9% | -2% | x | x | x
CC(=O)Nc1ccc(NC(=O)CSc2nnc(CC(C)O)n2-c2ccccc2)cc1 (stereo not given) | u | -7% | -5% | -25% | 9% | 3% | -2% | 0.7 | 8%
CC(O)CNc1nc2c(c(=O)n(Cc3ccc(Cl)cc3)c(=O)n2C)n1C (stereo not given) | 30%&0% | 13%&0% | -22%&18% | -5%&-17% | -12%&-15% | 81%&-13%[activator] | -1%&-8% | 0.5&-1.0 | 48%[activator]
O=C1CCCC2=C1C(c1cccs1)n1nc(SCc3ccc(C(=O)O)cc3)nc1N2 (stereo not given) | 3% | 3% | -7% | -6% | -3% | 1% | 1% | 0.0 | 1%
Cc1cc(=O)oc2cc(Nc3ccccc3)ccc12 | 4% | 57%[activator] | 23% | 2% | -2% | -5% | 0% | -1.4 | 7%
COc1ccc(CNC(=O)CSc2nc3ccccc3n2C(C)=O)cc1 | 1% | -10% | 14% | 8% | -5% | -14% | -3% | -1.7 | 14%
C/C(=N\NC(=O)c1nnn(-c2nonc2N)c1CN(C)c1ccccc1)c1ccccn1 | -5% | -11% | 45% | x | 2% | 1% | -8% | -1.0 | -7%
COc1ccc(C(C)=O)cc1CSc1nnc(C)s1 | 9% | -13% | 27% | 24% | 1% | 1% | -1% | -0.3 | 0%
O=C(c1cccc(S(=O)(=O)Nc2ccccc2Cl)c1)N1CCN(C(=O)c2ccco2)CC1 | 2% | -7% | -14% | 8% | -11% | 2% | -4% | 0.0 | -14%
COc1ccc(N(CC(=O)Nc2ccc(C)cn2)S(=O)(=O)c2c(C)noc2C)cc1 | -1% | -9% | 16% | -1% | -7% | 10% | -6% | 0.5 | -3%
Cn1c(=O)c2c(O)c(C=NCc3ccccc3)c(=O)n(C)c2n(C)c1=O | 14% | -5% | 12% | u | 7% | -17% | 1% | -0.4 | 4%
O=C1CSC(=Nc2ccc(Cl)cc2)N1Cc1ccco1 | -20% | 4% | -20% | 85%[activator] | 0% | -7% | -6% | -0.3 | 11%
O=C(Nc1ccc(S(=O)(=O)N(Cc2ccccc2)c2ccccc2)cc1)c1ccc([N+](=O)[O-])cc1 | -25% | -1% | 5% | -17% | -6% | 1% | -3% | 1.0 | x
Cc1cc(=O)n2nc(N3CCCC(C(=O)NCc4cccc(Br)c4)C3)sc2n1 (stereo not given) | u | -14% | -3% | 0% | 11% | 4% | 1% | -0.2 | 68%[activator]
CC1CCc2sc(C(=O)NCC(c3ccco3)N3CCCCC3)cc2C1 (stereo not given) | x | x | -6% | u | 4% | -5% | x | -0.2 | -7%
CCC(=O)NCCCCNC(=O)CC | 6% | 7% | -6% | 1% | -2% | -9% | 0% | 0.3 | -2%
COc1ccc2nc(NC(=O)c3ccc(S(=O)(=O)N4CCC(C)CC4)cc3)sc2c1 | -12% | -8% | -7% | u | -4%[60.1 µM] | -4% | -3% | 0.0 | x
Cc1ccccc1C(=O)NNC(=O)CCc1ccccc1 | 23% | -7% | 41%[activator] | 12% | -2% | 3% | -5% | -1.4 | 7%

Screens (PubChem)

This is a subset; rates above refer to the full screens.
